# HT1080 IDH1KD tx: qHTS for induction of synthetic lethality in tumor cells producing 2HG: qHTS for the HT-1080-IDH1KD cell line; HT-1080 IDH1 knockdown viability, ATP luminescence, 48 h; Potency, µM (doses to about 46.1 µM), without a hit: at the highest dose activity, negative = toxicity, usual class: cytotoxic; 2% of 360,000 active; AID 686971, 2013;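 also: potency is read from the fitted curve at half-maximal effect; 0% = DMSO wells and -100% = cell-free medium wells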
#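 Assay cells: HT-1080 with IDH1 knockdown, 750 per well, RPMI/5% FBS. Exposure: 48 h at 37 °C following 2 h pre-incubation. Read: CellTiter-Glo luminescence; fitted concentration-response, curve class assigned.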
# ATXN2 expr inh: Primary qHTS for Inhibitors of ATXN expression | 0.72% of 360,000 active | HEK-293 ATXN2-luciferase reporter, luminescence, 24 h | Potency, µM (highest dose often 57 µM), inactives show top-dose activity change, negative = inhibition, hits mostly inhibitors; also: potency is read from the fitted curve at half-maximal effect; % is scaled to controls: 0 for no effect and ±100 for the full control effect; nearly all actives have a fitted effect of over 55% in size
#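 ATXN2-luciferase reporter cells (luciferase flanked by upstream and downstream ATXN2 gene portions) were treated 24 h at 37 °C with compounds at up to 57 uM. SteadyGlo luminescence gave expression; GF-AFC fluorescence gave viability.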
# WRN helicase inh: qHTS for Inhibitors of WRN Helicase. 0.46% of 360,000 active. AID 651768, 2012. Potency, µM (top dose mostly 114 µM), without a hit: at the top dose activity change, negative = inhibition, most hits filed as inhibitors. WRN helicase unwinding, fluorescent forked duplex, kinetic; also: potency is read from the fitted curve at half-maximal effect; % is scaled to controls: 0 for no effect and ±100 for the full control effect; nearly all actives have a fitted effect of over 55% in size
# Target sequence (Q14191 whole entry, looked up): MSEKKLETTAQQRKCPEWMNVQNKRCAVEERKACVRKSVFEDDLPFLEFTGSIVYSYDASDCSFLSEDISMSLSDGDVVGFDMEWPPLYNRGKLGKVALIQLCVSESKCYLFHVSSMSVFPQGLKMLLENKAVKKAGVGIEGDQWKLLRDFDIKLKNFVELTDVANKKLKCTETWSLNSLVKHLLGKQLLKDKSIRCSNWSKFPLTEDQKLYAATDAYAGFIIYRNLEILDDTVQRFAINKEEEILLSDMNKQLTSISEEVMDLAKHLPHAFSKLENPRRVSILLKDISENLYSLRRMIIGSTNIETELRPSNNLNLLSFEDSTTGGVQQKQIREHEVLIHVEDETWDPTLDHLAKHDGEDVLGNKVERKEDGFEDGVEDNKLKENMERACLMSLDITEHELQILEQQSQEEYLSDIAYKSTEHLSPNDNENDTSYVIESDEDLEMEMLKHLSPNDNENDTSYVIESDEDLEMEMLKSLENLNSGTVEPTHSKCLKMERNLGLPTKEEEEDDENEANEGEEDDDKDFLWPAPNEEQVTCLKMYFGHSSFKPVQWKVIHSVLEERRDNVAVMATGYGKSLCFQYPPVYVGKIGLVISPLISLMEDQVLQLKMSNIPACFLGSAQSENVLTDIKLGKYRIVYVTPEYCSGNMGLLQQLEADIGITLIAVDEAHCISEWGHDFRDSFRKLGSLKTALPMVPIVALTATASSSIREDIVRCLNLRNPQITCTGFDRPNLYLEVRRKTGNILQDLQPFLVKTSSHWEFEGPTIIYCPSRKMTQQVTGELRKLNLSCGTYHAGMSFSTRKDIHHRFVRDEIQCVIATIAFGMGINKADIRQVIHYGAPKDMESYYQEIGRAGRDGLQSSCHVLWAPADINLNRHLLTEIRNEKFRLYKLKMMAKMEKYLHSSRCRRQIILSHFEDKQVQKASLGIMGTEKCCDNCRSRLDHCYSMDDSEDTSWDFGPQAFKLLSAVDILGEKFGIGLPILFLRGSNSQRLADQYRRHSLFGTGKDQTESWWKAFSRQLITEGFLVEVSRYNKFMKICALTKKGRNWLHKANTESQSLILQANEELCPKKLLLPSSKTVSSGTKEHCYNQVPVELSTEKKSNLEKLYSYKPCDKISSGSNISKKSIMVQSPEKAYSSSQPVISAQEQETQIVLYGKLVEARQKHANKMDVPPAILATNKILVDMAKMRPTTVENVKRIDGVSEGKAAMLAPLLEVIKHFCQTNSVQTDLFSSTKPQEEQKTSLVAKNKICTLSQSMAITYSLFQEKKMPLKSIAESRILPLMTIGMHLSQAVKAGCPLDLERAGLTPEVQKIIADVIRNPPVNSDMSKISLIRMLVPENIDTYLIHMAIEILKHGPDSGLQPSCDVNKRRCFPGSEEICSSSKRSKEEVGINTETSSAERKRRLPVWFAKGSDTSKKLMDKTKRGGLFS
#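 Enzyme (20 nM final) and test compound sit together 15 min at room temperature before substrate addition. Substrate is a single-forked duplex oligonucleotide (100 nM) labelled with fluorophore and quencher, with 2 mM ATP; helicase unwinding raises red fluorescence, read kinetically.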
# KB-3-1 tox: qHTS assay for MDR1-selective chemotherapeutics: Primary screen using the parental adenocarcinoma cell KB-3-1 | KB-3-1 viability, CellTiter-Glo ATP luminescence, 72 h | 1.4% of 400,000 active | Potency, µM (titrated, usually from 46.1 µM), for the others: top-dose activity change, negative = cytotoxic, hits mostly cytotoxic; also: potency is read from the fitted curve at half-maximal effect; % is scaled to controls: 0 for no effect and ±100 for the full control effect; nearly all actives have a fitted effect of over 60% in size
#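 Viability of parental KB-3-1 cells, measured by CellTiter-Glo luminescence, followed a 72 h incubation at 37 °C with pinned compounds in phenol-red-free DMEM containing 10% FBS.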
# MCF10A rereplic: A quantitative high throughput screen for small molecules that induce DNA re-replication in MCF 10a normal breast cells | AID 624296, 2012 | Potency, µM (highest dose often 46.1 µM), inactives show at the top dose activity, positive = re-replication, actives largely listed as activators | MCF 10A DNA re-replication, Hoechst nuclear intensity, 48 h | 2.9% of 350,000 active; also: potency is read from the fitted curve at half-maximal effect; % of control where 0% means no effect; nearly all actives have a fitted effect of over 50% in size
# KB-V1 MDR tox: qHTS assay for MDR1-selective chemotherapeutics: Primary screen using the drug-selected MDR subline cells KB-V1; AID 1347076, 2019; 3.4% of 400,000 active; Potency, µM (highest dose often 46.1 µM), without a hit: top-dose activity change, negative = cytotoxicity, most hits filed as cytotoxic; KB-V1 MDR cells viability, CellTiter-Glo, 72 h; also: potency is read from the fitted curve at half-maximal effect; % is scaled to controls: 0 for no effect and ±100 for the full control effect; nearly all actives have a fitted effect of over 60% in size
#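 In this primary screen, KB-V1 cells overexpressing P-gp are incubated with library compounds (lowest to highest concentration) for 72 h at 37 degrees C before a luminescent ATP viability read.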
# HT1080NT lethal: qHTS for induction of synthetic lethality in tumor cells producing 2HG: qHTS for the HT-1080-NT fibrosarcoma cell line. HT-1080-NT fibrosarcoma viability, CellTiter-Glo ATP luminescence, 48 h. Potency, µM (series often up to 46.1 µM), without a hit: at the highest dose activity, negative = less viability, usual class: cytotoxic. 1.6% of 360,000 active. AID 686970, 2013;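 also: NT is the 2HG producing partner of a matched IDH1 knockdown line; potency is read from the fitted curve at half-maximal effect; 0% = DMSO-treated cells and -100% = media-only wells without cells; nearly all actives have a fitted effect of over 55% in size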
#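 A 48-hour cytotoxicity screen used HT-1080-NT cells plated 2 hours before compound delivery. ATP-based CellTiter-Glo luminescence measured viability, normalized to DMSO and no-cell controls.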
# SW480 rereplic: A quantitative high throughput screen for small molecules that induce DNA re-replication in SW480 colon adenocarcinoma cells; AID 624297, 2012; SW480 DNA re-replication, Hoechst DNA content imaging, 48 h; 1.8% of 340,000 active; Potency, µM (titrated, usually from 46.1 µM), for inactives: at the highest dose re-replication activation, usual class: activators; also: potency is read from the fitted curve at half-maximal effect; % of control where 0% means no effect; nearly all actives have a fitted effect of over 55% in size
#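 Hoechst fluorescence of nuclei (405 nm excitation, 500-530 nm emission) measured by plate-scanning imager after 48 hr compound exposure at 37 C; re-replication scored as increased number of nuclei with elevated intensity.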
# IL1B secr inh: qHTS for Inhibitors of Inflammasome Signaling: IL-1-beta AlphaLISA Primary Screen | THP-1 LPS/ATP IL-1B secretion, AlphaLISA, 16 h; active compounds read low | activity change, % at 57.5 µM | 4.7% of 360,000 active; in the data active = activity change below about -50%; inconclusive = mostly about -30% to -49%; also: % is scaled to controls: 0 for no effect and ±100 for the full control effect
#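 Secreted IL-1B measured by AlphaLISA bead assay after 16 h compound exposure of THP-1 cells; compounds (final up to 57.5 uM) added 1 h before LPS (250 ng/mL) and ATP (1.25 mM) stimulation; lower signal means less secretion.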
# Active calls of the source: *; i = inactive; ? = inconclusive; / = no result given; & = joins results of further samples; ! = not confirmed by another sample; [ ] = another dose, or the depositor's remark. Unless noted, calls follow the shape of the dose curve; as a rule, active = well fitted curve in the direction sought with a large enough effect; inconclusive = small, poorly fitted or top-dose-only effect, or another doubt; inactive = no such curve, though single readings can be large; an effect the other way counts as inactive or inconclusive.
SMILES,HT1080 IDH1KD tx,ATXN2 expr inh,WRN helicase inh,KB-3-1 tox,MCF10A rereplic,KB-V1 MDR tox,HT1080NT lethal,SW480 rereplic,IL1B secr inh
CC(C)(C)c1ccc(-c2nnc(SCC(=O)NCC3CCCO3)n2N)cc1 (stereo not given),2%,4%,-15%,/,-4%,/,7%,0%,10
COc1ccc(S(=O)(=O)N2CCOCC2)cc1NC(=O)c1cccc(-n2cccc2)c1,-5%,12%,?,0%,2%,-28%,6%,5%,2
COc1cc(C(=O)N2CCN(C(=O)C3CCCO3)CC2)cc(OC)c1OC (stereo not given),12%,-20%,-3%,6%,-9%,19%,8%,1%,0
CCOCCCn1c(SCC(=O)NC2CCCCC2)nc2ccccc2c1=O,10%,/,4%,0%,/,-18%,19%,/,3
O=C(NCc1ccco1)c1nc2c(nnn2Cc2cccc(Cl)c2)c(=O)[nH]1,-1%[9.24 µM],-4%,-7%[57.1 µM],-6%,0%,-5%,?,-1%,17
CCC1CCCCN1CCCNC(=O)C1CCN(S(=O)(=O)N2CCCCC2)CC1 (stereo not given),4%,19%,3%,7%,-4%,8%,-5%,1%,11
Cc1ccoc1C(=O)Nc1ccc(CC(=O)O)cc1,-28%,?,8%,?,-1%,?,-28%,-2%,10
Cc1ccccc1CC(=O)Nc1ccc(C(=O)N2CCCC2)cc1,0%,5%,-4%,5%,-35%[inhibitor],13%,-10%,2%,-2
CCCCC(c1nnnn1CS(=O)(=O)c1ccc(C)cc1)N1CCN(c2ccccc2)CC1 (stereo not given),-18%,20%,2%,13%,?,22%,-11%,1%,4
Cn1c(-c2ccccc2)cc2c3no[n+]([O-])c3ccc21,4.1µM*,?,4%,3.7µM*,?,?,2.3µM*,3.7µM*,67
COc1cccc(OCC(=O)Nc2ccccc2-c2ccccc2)c1,-6%,-21%,-12%[57.1 µM],-1%,?,?,-17%,8%,-5
CC(C)(C)C(=O)CSc1nccc(=O)[nH]1,2%[9.24 µM],-1%,-3%[57.1 µM],21%,3%,2%,3%,-5%,24
CNC(=S)N(CCc1c(C)[nH]c2ccc(C)cc12)Cc1ccc(OC)c(OC)c1,-17%,?,3%,-26%,1%,-9%,-13%,-7%,-18
Cc1ccc(NC(=O)COC(=O)c2cc(-c3cccs3)nn2-c2ccccc2)cc1[N+](=O)[O-],2%,12%,5%,0%,29%,?,0%,22%,-3
O=C(COC(=O)c1ccc(O)cc1)Nc1cccc(S(=O)(=O)NC2=NCCCCC2)c1,0%,-7%,-18%,-5%,-6%,-2%,0%,-8%,-13
Cc1ccc(NC(=O)CCNS(=O)(=O)c2ccc(Br)s2)cc1,-13%,-9%&-8%,-2%,?,0%,?,-23%,-2%,?
Cc1cc(Oc2nc3c(C)cccn3c(=O)c2/C=C(\C#N)S(=O)(=O)c2ccccc2)ccc1Cl,13%,?,-6%,0%,?,?,3%,-12%,6
Cc1ccc(SCc2ccc(C(=O)N3CCCCC3)cc2)cc1,2%,/,7%,1%,0%,?,-7%,-3%,-10
Cc1cc(C(=O)NCCN2CCCCC2C)n(-c2ccccc2)n1 (stereo not given),3%,2%,0%,27%,-3%,?,7%,-19%,-4
CC(C)NC(=O)c1sc2nc3c(c(-c4cccs4)c2c1N)CN(C)CC3,3%,-10%,-8%,-4%,3%,3%,2%,-2%,-9
CCOc1ccc(S(=O)(=O)NCCC(=O)OCN2C(=O)c3ccccc3C2=O)cc1,14%,13%,4%,-6%,9%,1%,12%,5%,-2
CCCCNc1c(-c2ccc(SC3CCCCC3)cc2)nc2ccccn12,?,3%&5%,-11%&-3%,?,?,21µM*!,?,0%,-73*!
CCc1ccc(NC(=O)C2CCN(S(=O)(=O)c3cccs3)CC2)cc1,-29%,-2%,-17%,?,?,-4%,?,?,-80*
COc1ccc(CNC(=O)Nc2nc(C(N)Cc3ccc(C(F)(F)F)cc3)cs2)cc1 (stereo not given),?,?,-5%[57.1 µM],?,/,?,?,/,?
CC1CCC(NC(=O)C2CCC(CNS(=O)(=O)c3cccc4nsnc34)CC2)CC1 (stereo not given),0%,-14%,0%,1%,28%,-15%,-2%,1%,22
O=C(NNC(=S)NC(=O)c1cccnc1)c1ccc(Cl)cc1,?,-22%,8%,-3%,4%,?,-30%,6%,38
CCOc1ccc(NC(=O)COC(=O)C2CCC(=O)N2)c([N+](=O)[O-])c1 (stereo not given),-5%,3%,9%,-6%,?,-7%,-3%,?,-9
CC(C)N(Cc1ccccc1)C(=O)c1cnc2n(c1=O)CCS2,1%,3%,3%,30%,2%,-10%,6%,-9%,-4
Cc1ccc(NCN2C(=O)C3CC=C(Cl)CC3C2=O)cc1 (stereo not given),2%,-4%,-4%,10%,-6%,4%,9%,-3%,-4
CCCCCNc1c(C(=O)OCC)c(=O)[nH]c2ccccc12,-14%,-11%,7%,0%,1%,?,-10%,-4%[9.22 µM],1
Cc1ccc2oc(=O)n(CC(=O)O)c2c1,9%,6%,2%,25%,-4%,0%,4%,1%,10
COc1ccc(NC(=O)CCOc2ccc(C)cc2)cc1S(=O)(=O)N1CCOCC1,-13%,-8%,-3%,1%,1%,18µM*,1%,-9%,0
CC(C)CCNC(=O)C(c1ccco1)N(CCCO)C(=O)Cn1nnc(-c2ccc(F)cc2)n1 (stereo not given),5%,-18%,0%,17%,-1%,-32%,-13%,1%,-15
CCN1C(=O)c2c(C)nc3ccccc3c2C1=O,-5%,1%,-1%,3%,-3%,4%,6%,-4%,21
Cc1cc(C)n(-c2ccc(C(=O)OC(C)C)cc2)n1,4%,21%,2%,7%,5%,8%,5%,?,-2
O=C(O)C1CCCCC1C(=O)NCc1ccccn1 (stereo not given),16%,1%,6%,-6%,-22%,-2%,4%,8%,0
O=C(N/N=C/c1ccccc1OCc1ccccc1)c1cccs1,-13%,4%,-12%,-1%,9%,?,-4%,6%,-1
Cc1cc(N(CC(=O)NC(C)C)S(C)(=O)=O)ccc1Br,0%,-1%,10%,-10%,7%,-20%,-3%,-2%,i
CC(C)(C)c1cc(NS(=O)(=O)c2cccs2)no1,5%,2%,4%,5%,1%,17%,-2%,-5%,28
COc1ccccc1NC(=O)c1cc(Cl)ccc1NC(=O)c1ccco1,-24%,-9%,-19%,0%,4%,-15%,-13%,5%,-4
COc1cccc(CN(C)C(=S)Nc2cccc(C)c2)c1,0%,-15%,1%,2%,0%,?,2%,5%,-6
O=c1cc(N2CCC3(CC2)OCCO3)[nH]c(=O)n1C1CCCCC1,-1%,15%,-6%,1%,?,-3%,2%,1%,-2
Cn1cnc([N+](=O)[O-])c1NCc1ccccc1,9%,/,-1%,4%,1%,23%,18%,-13%,10
CN(C)Cc1csc(NC(=O)Nc2ccccc2C(C)(C)C)n1,12%,-1%,3%,0%,/,17%,-9%,/,0
COc1ccc(NC(=O)c2ccc(NC(=O)C(C)C)cc2)c([N+](=O)[O-])c1,-4%,2%,1%,3%,-6%,10%,3%,-7%,6
O=C(CSc1nnc(Cc2ccccc2)n1-c1ccc(F)cc1)N1CCOCC1,13%,2%,-5%,5%,18%,?,-4%,-2%,15
CCOC(=O)CSc1nnc([C@H](CC(C)C)NC(=O)OC(C)(C)C)o1,2%,-5%,2%,13%,1%,13%,10%,1%,14
CCc1nnc(NC(=O)COc2ccc3c(c2)OCO3)s1,-22%,-2%,2%,2%,7%,9%,?,-11%,13
CC(/C=C1\SC(=S)N(CCCC(=O)Nc2ccc(C(=O)O)cc2)C1=O)=C\c1ccccc1,?,34%,-12%[11.6 µM],1%,?,9%,?,9%,-20
CC(=O)N1CCN(C(=O)c2cc(C)nc3ccccc23)CC1,-3%,/,3%,-2%,?,0%,-3%,-9%,0

# Quoted at random: 5 entries already listed
SMILES,HT1080 IDH1KD tx,ATXN2 expr inh,WRN helicase inh,KB-3-1 tox,MCF10A rereplic,KB-V1 MDR tox,HT1080NT lethal,SW480 rereplic,IL1B secr inh
O=c1cc(N2CCC3(CC2)OCCO3)[nH]c(=O)n1C1CCCCC1,-1%,15%,-6%,1%,?,-3%,2%,1%,-2
Cc1ccc2oc(=O)n(CC(=O)O)c2c1,9%,6%,2%,25%,-4%,0%,4%,1%,10
COc1cccc(OCC(=O)Nc2ccccc2-c2ccccc2)c1,-6%,-21%,-12%[57.1 µM],-1%,?,?,-17%,8%,-5
Cc1cc(Oc2nc3c(C)cccn3c(=O)c2/C=C(\C#N)S(=O)(=O)c2ccccc2)ccc1Cl,13%,?,-6%,0%,?,?,3%,-12%,6
Cc1ccc(SCc2ccc(C(=O)N3CCCCC3)cc2)cc1,2%,/,7%,1%,0%,?,-7%,-3%,-10

# Continued.
SMILES,HT1080 IDH1KD tx,ATXN2 expr inh,WRN helicase inh,KB-3-1 tox,MCF10A rereplic,KB-V1 MDR tox,HT1080NT lethal,SW480 rereplic,IL1B secr inh
Fc1ccc(Nc2c(-c3ccco3)nc3ccccn23)cc1,0%,-9%&-16%,-5%,-6%&3%,-3%,0%&2%,1%,0%,-64*
CCOc1ccccc1NC(=O)CNC(=O)CNC(=O)Cc1ccccc1,-2%,-15%,-14%,15%,10%,1%,-4%,-1%,-6
Cc1c(C#N)c2ccccc2n1CC(=O)O,-27%,5%,-3%,-4%,5%,0%,-7%,-1%,18
COc1cc(/C=C(/C#N)c2ccc(F)cc2)ccc1Oc1ccc([N+](=O)[O-])cn1,?,-28%,-27%,?,?,2.3µM*,1%,-3%,-54*

# Screening data (PubChem)
